CHRM1 PAM: human CHRM1 positive allosteric modulation; P11229; CHO-K1 hM1, Fluo-8 calcium fluorescence, ACh EC20; 0% = ACh EC20, 100% = maximal ACh; activation, % at 3 µM; 360,000 tested, 0.088% active; AID 588819; in the data active = activation above about 19%, passing the limit was not always enough
Target sequence (P11229 whole entry, looked up): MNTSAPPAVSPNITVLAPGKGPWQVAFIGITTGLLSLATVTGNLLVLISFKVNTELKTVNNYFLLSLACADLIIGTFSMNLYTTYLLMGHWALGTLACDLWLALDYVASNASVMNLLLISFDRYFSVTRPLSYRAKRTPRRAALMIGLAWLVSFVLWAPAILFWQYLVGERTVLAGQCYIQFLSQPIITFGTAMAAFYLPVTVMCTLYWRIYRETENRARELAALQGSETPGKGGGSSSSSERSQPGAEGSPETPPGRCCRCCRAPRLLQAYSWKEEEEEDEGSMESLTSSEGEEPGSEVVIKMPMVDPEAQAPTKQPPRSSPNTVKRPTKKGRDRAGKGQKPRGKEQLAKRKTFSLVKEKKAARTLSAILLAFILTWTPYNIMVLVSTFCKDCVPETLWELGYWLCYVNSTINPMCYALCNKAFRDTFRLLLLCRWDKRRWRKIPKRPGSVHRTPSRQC
CHO parental Ca: signal in parental CHO cells, OX1R antagonist counter-screen; parental CHO-K1, ATP-induced calcium, Fluo-8 fluorescence; inhibition, % at 5.6 µM; 330,000 tested, 0.63% active;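 active = inhibition above that plate's mean sample inhibition plus 3 SD, cut at about 26% in these data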;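 also: 0% = ATP-challenged DMSO wells and 100% = DMSO wells without ATP; some compounds past the cut are filed as inactive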
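Assay system: parental CHO cells; Read-out basis: percent inhibition of ATP-evoked calcium rise, normalized to controls; Benchmarks: ATP and no-ATP DMSO wells; Compound dosing: single nominal dose of 5.6 µM per compound; Signal: Fluo-8 calcium dye fluorescence; Also added: ATP as calcium-mobilizing challenge; Repeats: singlicate.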
CHO-K1 Ca PAM: nonselective activator or artifact in parental CHO-K1 calcium assay; ATP EC20, Fluo-8 calcium fluorescence; 0% at ATP EC20, 100% at ATP max; activation, % at 3 µM; 360,000 tested, 0.02% active; AID 602247;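 active = activation above the run cutoff, the mean activation of all test compounds plus 3 SD, cut at about 40% in these data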;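 also: peak over basal fluorescence ratio in a 140 s read after ATP addition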
M1 ag parental: nonselective activator or artifact in parental CHO-K1 cells; activation, % at 3 µM; Fluo-8 calcium fluorescence; scaled to maximal ATP response, vehicle zero; AID 602248; 360,000 tested, 0.48% active; in the data active = activation above about 15%;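 also: untransfected CHO-K1 host cells lacking M1 receptor as counterscreen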
CHRM1 agonist: agonists of human M1 muscarinic receptor | activation, % at 3 µM | 360,000 tested, 0.33% active | AID 588814 | CHO-K1 hM1, Fluo-8 calcium fluorescence, agonist mode; 0% DMSO, 100% acetylcholine EC100;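 active = activation above the run's mean compound activation plus 3 SD, cut at about 16% in these data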;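 also: peak over basal fluorescence ratio within a 140 s kinetic read after compound addition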
CHRM1 antagonist: human CHRM1 antagonism. P11229. CHO-K1 hM1, Fluo-8 calcium fluorescence, ACh EC80 antagonist. inhibition, % at 3 µM. 360,000 tested, 1.3% active;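 active = percent inhibition above its own plate's cutoff, namely the mean of that plate's compound wells plus 3 SD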;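 also: peak over basal fluorescence ratio during 140 s after agonist addition; 0% = ACh EC80 plus DMSO and 100% = DMSO alone without agonist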
CHO-K1 Ca antag: M1 antagonist counterscreen hit in parental CHO-K1 cells | ATP-induced calcium, Fluo-8 fluorescence | inhibition, % at 3 µM | 360,000 tested, 0.6% active;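 active = inhibition above a per-plate cutoff, the plate's mean sample inhibition plus 3 SD, cut at about 24% in these data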;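 also: 0% = DMSO plus EC80 ATP and 100% = DMSO alone without ATP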
TAAR1 antagonist: human TAAR1 antagonism; 360,000 tested, 1.5% active; inhibition, % at 3 µM; CHO RD-HGA16 TAAR1, Fluo-8 calcium fluorescence, antagonist; AID 624466; Q96RJ0;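 active = inhibition above a per-plate cutoff, the mean inhibition of test compounds on that plate plus 3 SD, cut at about 49% in these data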;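 also: 0% = DMSO plus EC80 beta-PEA response and 100% = DMSO alone without agonist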
Target sequence (Q96RJ0 whole entry, looked up): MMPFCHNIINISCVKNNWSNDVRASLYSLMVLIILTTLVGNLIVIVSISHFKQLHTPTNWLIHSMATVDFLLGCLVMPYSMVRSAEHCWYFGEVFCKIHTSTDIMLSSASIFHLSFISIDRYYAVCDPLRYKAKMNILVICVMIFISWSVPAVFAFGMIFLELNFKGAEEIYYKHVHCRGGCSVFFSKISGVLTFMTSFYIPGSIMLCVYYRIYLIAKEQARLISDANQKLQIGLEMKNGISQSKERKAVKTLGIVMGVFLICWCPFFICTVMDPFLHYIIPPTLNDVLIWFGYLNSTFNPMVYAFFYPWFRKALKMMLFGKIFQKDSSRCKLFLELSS
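Test system: CHO RD-HGA16 cells bearing hTAAR1 | Reagent: β-PEA, EC80 | Compound dosing: 3 µM, single point | Schedule: Dye loading 75 min at 37 °C, then 30 min room temperature | Signal: Calcium fluorescence with Fluo-8 | Evaluation: Percent inhibition of PEA-evoked calcium signal, max/basal emission ratio | Control set: DMSO-only wells and EC80 β-PEA-stimulated wells | Repeats: Singlicate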
TAAR1 ag: agonists of human TAAR1; CHO RD-HGA16 TAAR1, Fluo-8 calcium fluorescence; vehicle wells 0%, saturating PEA agonist 100%; 360,000 tested, 0.99% active; Q96RJ0; activation, % at 3 µM;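 active = activation above the mean activation of all test compounds in the run plus 3 SD, cut at about 38% in these data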
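Test system: RD-HGA16 (CHO) cells co-expressing Gα16 and hTAAR1 / Benchmarks: DMSO vehicle as 0%, PEA at EC100 as 100% / Repeats: no replicates (n 1) / Measure: % activation from peak over basal fluorescence ratio, DMSO-to-PEA scaled / Timing: 17-24 h plating, Fluo-8 75 min 37 °C, 30 min RT / Technique: kinetic Fluo-8 calcium fluorescence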
Numbers without * were called inactive; · = not tested or not shown.

SMILES	CHRM1 PAM	CHO parental Ca	CHO-K1 Ca PAM	M1 ag parental	CHRM1 agonist	CHRM1 antagonist	CHO-K1 Ca antag	TAAR1 antagonist	TAAR1 ag
O=C(O)CC(Cc1ccc(Cl)cc1)C(=O)NCC12CC3CC(CC(C3)C1)C2 (stereo not given)	-11.2	-5.7	0.2	0.0	-6.1	31.5*	-5.1	-8.6	1.9
CCOc1ccc(Cc2nnc(SCC(N)=O)n2C)cc1	3.1	-1.8	10.7	1.1	-0.7	-6.1	-19.4	3.2	5.0
COC(=O)C(CCSC)NC(=O)CNS(=O)(=O)c1ccc(Cl)cc1 (stereo not given)	1.6	-6.9	-8.8	0.0	-3.1	2.1	18.5	-28.4	2.0
Cc1ccsc1C(C(=O)NCc1ccccc1)N(C(=O)c1csnn1)c1ccccc1 (stereo not given)	-3.5	-18.6	15.5	2.0	-9.4	3.6	-11.0	0.5	3.6
CN(Cc1ccccc1OCCO)CC1CCCN(CCc2ccc(Cl)cc2)C1 (stereo not given)	-27.7	-18.1	-7.8	0.5	-9.3	51.2*	12.5	-7.8	-2.1
O=c1cc(NCc2ccco2)c2ccccc2o1	2.9	0.2	-1.9	0.3	4.8	-2.9	-3.9	-6.6	0.6
CCOc1ccc(CCNC(=O)C2CCN(S(=O)(=O)N3CC(C)CC(C)C3)CC2)cc1OCC (stereo not given)	2.5	-14.2	-6.2	0.2	-3.4	-5.5	-19.1	0.7	0.4
Nc1nc(N)c2cc([N+](=O)[O-])ccc2n1	5.3	·	21.8	1.0	1.2	-12.4	-20.6	-3.2	1.0
Cc1cc(Cl)ccc1Oc1nc(-c2ccccc2)ncc1S(C)(=O)=O	6.3	-16.4	17.5	0.7	-4.7	-7.1	-8.3	-18.4	14.8
Cn1c(-c2ccccc2)cc2onc(-c3ccccc3)c2c1=O	1.9	-21.0	-4.3	-0.2	0.8	1.1	-8.9	11.7	6.9
Cc1ccc(C)c(NC(=O)CSc2n[nH]c(-c3ccncc3)n2)c1	6.0	-9.2	27.5	0.4	-3.1	-24.4	-20.3	8.8	15.5
COc1cc(NC(=O)CN2C(=O)C(c3ccccc3)=NC23CCCCCC3)cc(OC)c1	2.2	-10.3	5.3	-0.5	-1.4	5.6	2.5	-20.8	-1.2
O=C(O)CSCCc1ccccn1	5.1	4.7	13.2	0.5	-2.0	-18.3	-1.5	4.0	3.1
S=c1[nH]cc(-c2ccccc2)[nH]1	3.1	-3.1	10.5	0.0	-1.9	-3.5	-6.9	-33.3	2.4
c1ccc(Cn2ccnc2-c2ccco2)cc1	3.5	5.3	15.7	2.0	-1.3	3.1	-7.0	1.9	5.6
O=C(NCc1ccc(F)cc1)c1cccs1	10.8	-4.6	-3.1	-0.2	-2.0	-11.8	-5.7	-5.0	0.1
O=C1CN(C(=O)COc2ccccc2)CCN1	10.6	-8.4	22.3	0.6	1.4	-12.5	-1.0	6.4	0.6
CCOc1ccc(-n2c(C)c(C(=O)OC)c3cc(O)ccc32)cc1	1.5	-0.2	5.4	1.4	-3.3	-0.8	-7.2	2.8	1.6
COc1cccc(C=O)c1OCCCOc1cccc2cccnc12	-0.6	-8.5	3.6	3.8	-1.6	-1.6	11.5	40.9	10.2
Cc1c(N=C2SCC(=O)N2/N=C\c2ccc(Br)cc2)c(=O)n(-c2ccccc2)n1C	12.0	-26.5	24.2	-0.6	-11.0	-8.0	-12.9	23.5	3.4
C=CCOC(=O)C(=O)/C=C/c1ccc2c(c1)Cc1ccccc1-2	-7.1	-8.3	12.7	1.2	-1.6	17.9	-6.6	-5.6	4.1
N#CCCn1cc(C=C(C#N)C#N)c(-c2ccc(Cl)cc2)n1	-0.2	-2.6	13.9	1.6	-6.0	-0.8	-2.0	-13.4	-0.3
C=CCOC(=O)c1cc(-c2ccc(/C=C3\C(=O)NC(=O)C(C#N)=C3C)o2)ccc1Cl	3.3	·	-6.6	0.1	-2.7	-6.3	7.9	-15.6	-1.4
Cc1csc(NC(=O)CCn2c(=O)oc3ccccc32)n1	10.8	-5.5	19.9	1.9	-3.4	-18.8	-4.8	-8.6	0.1

Single values from the list.
Value of N#CCCn1cc(C=C(C#N)C#N)c(-c2ccc(Cl)cc2)n1 under CHRM1 agonist: -6.0
Value of Cc1c(N=C2SCC(=O)N2/N=C\c2ccc(Br)cc2)c(=O)n(-c2ccccc2)n1C under CHO parental Ca: -26.5

(next part)
SMILES	CHRM1 PAM	CHO parental Ca	CHO-K1 Ca PAM	M1 ag parental	CHRM1 agonist	CHRM1 antagonist	CHO-K1 Ca antag	TAAR1 antagonist	TAAR1 ag
S=C(Nc1cc(Cl)cc(Cl)c1)N1CCCC1	8.6	-6.2	-24.4	0.1	1.3	-6.3	13.4	-14.3	-0.6
Cc1ccc(S(=O)(=O)N2CCC(NC(=O)C3CCCCC3)CC2)cc1	3.7	9.6	20.4	-0.4	-3.1	-9.3	-10.7	7.8	3.5
CCOc1ccc(/C=N/NC2=NCCCCC2)cc1	3.9	-8.7	23.8	1.5	-12.7	-4.2	-4.8	0.5	1.4
O=C(NCC1CCCO1)c1ccccc1OCc1ccc(Cl)cc1 (stereo not given)	-5.1	-21.7	-1.9	3.4	-1.6	8.1	-4.1	-11.7	-1.8
CSc1ncccc1C(=O)OCC(=O)c1ccc2c(c1)NC(=O)CO2	3.0	-2.1	14.6	0.5	-1.2	-1.8	-17.4	-4.0	-3.2
CCC(C)N(C(=O)COc1ccc(-c2nnco2)cc1)C1CCS(=O)(=O)C1 (stereo not given)	5.8	-2.6	-22.0	0.2	-1.3	-15.9	12.8	-13.8	5.1
Clc1ncc(Cn2cccn2)s1	2.9	-6.2	17.1	0.7	-2.1	5.3	-14.1	-2.2	8.7
O=C(NC12CC3CC(CC(C3)C1)C2)C1=COCCO1	10.7	-5.7	20.1	0.5	-3.7	-16.5	-10.4	-17.4	2.5
COCCN(C(=O)CSc1n[nH]c(-c2ccc(OC)cc2)n1)c1c(N)n(Cc2ccccc2)c(=O)[nH]c1=O	10.2	2.4	12.9	1.3	-2.6	-11.7	-2.1	-20.6	0.9
CN(C)/C=C1/C(=O)Nc2ccccc21	4.1	-1.1	10.0	-0.2	-1.7	-1.7	1.9	7.6	10.6
CCCCN1C(=N)N([C@@H](C)CN2CCC[C@H]2CN2C(N)=NC[C@@H]2Cc2ccccc2)C[C@H]1[C@H](C)CC	-26.0	-7.7	22.1	1.1	-10.1	38.7	-24.5	13.5	-0.2
Cc1ccnc(NC(=O)c2cc(S(=O)(=O)NCc3ccccc3)ccc2C)c1	-3.6	-20.2	15.5	-0.1	-5.3	8.2	-13.6	4.6	2.4

CHRM1 antagonist, hit marks shown above
SMILES | CHRM1 PAM | CHRM1 agonist | CHRM1 antagonist | TAAR1 antagonist | TAAR1 ag
O=C(O)CC(Cc1ccc(Cl)cc1)C(=O)NCC12CC3CC(CC(C3)C1)C2 (stereo not given) | -11.2 | -6.1 | 31.5* | -8.6 | 1.9
CN(Cc1ccccc1OCCO)CC1CCCN(CCc2ccc(Cl)cc2)C1 (stereo not given) | -27.7 | -9.3 | 51.2* | -7.8 | -2.1

(next part)
SMILES	CHRM1 PAM	CHO parental Ca	CHO-K1 Ca PAM	M1 ag parental	CHRM1 agonist	CHRM1 antagonist	CHO-K1 Ca antag	TAAR1 antagonist	TAAR1 ag
COc1ccc(OC)c2c1CCC1(C2)NC(=O)NC1=O (stereo not given)	8.9	·	-8.1	-0.1	5.5	-1.0	17.0	-30.7	10.3
CC1(OC(=O)CCc2ccccc2)C(=O)C=C2C=C(c3ccc(C#N)cc3)N(C3CCCC3)C=C2C1=O (stereo not given)	-1.9	0.5	12.0	0.6	-10.5	1.3	-14.6	2.9	2.1
COCCNC(=O)c1ccc(N2CC3CC(C2)c2cccc(=O)n2C3)c(NC(=O)c2c(F)cccc2F)c1 (stereo not given)	12.4	-3.2	16.4	-0.3	14.8	1.7	-12.3	-10.6	1.5
CC1CC(C)(C)NC(=S)N1CCC(=O)N1CCc2ccccc21 (stereo not given)	0.6	-4.5	-10.6	-0.1	-7.2	2.0	-4.5	-13.8	1.3
NS(=O)(=O)c1ccc(CCNC(=O)Cn2c(=O)c3cccn3c3cccnc32)cc1	1.7	-12.7	-15.4	0.4	-1.6	-1.2	-11.3	-0.5	2.7
CCCCCN(C(=O)CCC(=O)OCC(=O)N(C)c1ccccc1)c1c(N)n(CCCC)c(=O)[nH]c1=O	6.7	-9.4	-16.9	0.2	-6.3	-7.4	2.2	-18.7	1.5
O=C(c1ccco1)N1CCN(C(=S)NCc2ccc(F)cc2)CC1	1.8	-5.6	-2.0	2.1	8.2	0.4	-3.0	8.8	3.2
COc1ccccc1NC(=O)Cn1nnc(-c2ccccc2NS(=O)(=O)c2ccccc2)n1	-9.2	17.8	-5.8	9.2	-2.2	23.9	27.7*	56.6*	3.0
CCCCOc1ccc(N=Cc2ccc[nH]2)cc1	10.9	4.7	8.9	1.6	-3.9	-26.2	-4.9	-7.8	2.9
S=C(S)N1CCCC1	10.7	-4.4	11.6	0.2	1.7	-26.5	-5.0	-19.3	0.7
CC(=O)NC(CC(=O)O)c1ccc([N+](=O)[O-])cc1 (stereo not given)	9.3	-8.7	22.1	0.9	-0.3	-13.5	-16.1	3.6	3.9
O=C(COC(=O)Cc1n[nH]c(=O)c2ccccc12)Nc1c(Cl)cccc1C(F)(F)F	16.0	0.4	-21.4	-0.4	2.5	-34.4	5.4	-7.5	0.4
CCC1=C(OC(=O)N(CC)CC)N2C(=O)OC(=NCCOC)[C@]2(Cc2ccccc2)[C@H]2C1=CC[C@H]1C(=O)N(CC)C(=O)[C@H]12	10.6	-22.5	18.9	0.5	-4.3	-8.6	-22.7	10.6	2.4
CN1CCN(C(=O)C2=C[C@@H](c3csc4ccccc34)C[C@@H](OCCCCO)O2)CC1	5.7	-10.6	-1.7	0.3	-5.0	-0.6	-1.4	6.7	0.9
CC(=O)c1c(N2CCN(c3ccccc3)CC2)nc(=S)n(-c2ccccc2)c1C	-18.1	4.5	7.4	0.8	-3.1	15.7	2.9	15.0	6.3
O=C(NCCc1ccccc1)c1nccc2ccccc12	0.6	-9.4	3.6	-0.2	-5.2	1.9	3.3	2.7	5.8
CCOC(=O)C1(C)NC(c2cccs2)C2C(=O)N(c3ccccc3)C(=O)C21 (stereo not given)	14.2	-18.4	-0.8	-0.3	-9.8	-10.9	1.1	15.0	1.3
O=C(COC(=O)c1ccc(OC(F)F)cc1)NC(=O)NC1CCCC1	-1.7	-11.0	9.5	0.1	-4.1	7.8	-11.3	-25.1	-0.4
CCOC1=NC(C(=O)O)c2ccccc2/C(=C(/C)Cl)N1 (stereo not given)	8.8	-1.8	11.2	0.1	-3.5	-10.2	-11.7	-8.8	9.4

Assay outcomes: PubChem BioAssay, The Scripps Research Institute Molecular Screening Center
